Mtb UGM inh: inhibitors of M. tuberculosis UDP-galactopyranose mutase; AID 504406; inhibition, % at 10 µM; P9WIQ1; purified UGM, fluorescence polarization probe displacement; actives 0.06% (n = 320,000); in the data active = inhibition above about 10%, passing the limit was not always enough; inconclusive = no clear call, values can overlap the other calls
Target sequence (P9WIQ1 whole entry, looked up): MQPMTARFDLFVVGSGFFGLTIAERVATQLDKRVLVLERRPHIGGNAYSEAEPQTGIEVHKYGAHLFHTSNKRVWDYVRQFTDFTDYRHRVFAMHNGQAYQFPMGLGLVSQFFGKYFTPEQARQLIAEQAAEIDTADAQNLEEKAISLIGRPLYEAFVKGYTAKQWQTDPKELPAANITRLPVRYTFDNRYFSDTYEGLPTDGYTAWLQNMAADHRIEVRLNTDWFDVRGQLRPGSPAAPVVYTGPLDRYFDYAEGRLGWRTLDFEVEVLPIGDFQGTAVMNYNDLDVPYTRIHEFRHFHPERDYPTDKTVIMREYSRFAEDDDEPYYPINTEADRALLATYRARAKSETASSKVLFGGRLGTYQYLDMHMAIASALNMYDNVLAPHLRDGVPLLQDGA
FadD28 binding: inhibitors of Mycobacterium tuberculosis FadD28 bisubstrate binding; FadD28 bisubstrate probe binding, fluorescence polarization; inhibition, % at 12.5 µM; actives 0.22% (n = 360,000); AID 588549; in the data active = inhibition above about 8.5%, passing the limit was not always enough; inconclusive = no clear call, values can overlap the other calls
Mtb BioA inh: inhibitors of Mycobacterium tuberculosis BioA enzyme; purified M. tuberculosis BioA enzyme, plate reader; actives 0.096% (n = 360,000); inhibition, % at 9.99 µM; in the data active = inhibition above about 40%; inconclusive = no clear call, values can overlap the other calls
Mtb FBA inh: inhibitors of M. tuberculosis fructose-bisphosphate aldolase; AID 588726; purified M. tuberculosis FBA, fluorescence read-out; P9WQA3; actives 2.3% (n = 360,000); inhibition, % at 1 µM; in the data active = inhibition above about 27%;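 also: 0% = vehicle and 100% = reference inhibitor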
GDH-TPI counter: counter-screen for M. tuberculosis FBA inhibitors: GDH-TPI coupled enzymes | AID 588335 | GDH-TPI coupled enzyme counterscreen, NADH absorbance | inhibition, % at 4.8 µM | actives 1.2% (n = 360,000); in the data active = inhibition above about 30%;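 also: 0% = DMSO wells and 100% = wells lacking the enzyme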
BoNT F protease: inhibitors of Botulinum neurotoxin F light chain protease; actives 0.22% (n = 360,000); Multiplex microsphere protease cleavage assay, flow cytometry; AID 588497; inhibition, % at 10 µM; in the data active = inhibition above about 35%, passing the limit was not always enough; inconclusive = no clear call, values can overlap the other calls; also: plate controls were buffer without enzyme for full effect and enzyme alone for no effect
MazEF act: increases E. coli MazEF RNase cleavage of RNA; actives 0.32% (n = 350,000); P0AE70; AID 504720; FAM/BHQ RNA-DNA oligo cleavage fluorescence, 5 h; activation, % at 20 µM; in the data active = activation above about 50%
Target sequence (P0AE70 whole entry, looked up): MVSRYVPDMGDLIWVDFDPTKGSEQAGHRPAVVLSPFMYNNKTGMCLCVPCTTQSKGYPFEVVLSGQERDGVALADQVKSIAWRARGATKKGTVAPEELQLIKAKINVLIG
Rv3671c protease: inhibits the M. tuberculosis serine protease Rv3671c. P9WHR9. inhibition, % at 5.96 µM. actives 0.048% (n = 320,000). AID 2606; in the data active = inhibition above about 38%;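 also: extracellular domain of Rv3671c used as enzyme; 0% = enzyme with DMSO and 100% = no enzyme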
Target sequence (P9WHR9 whole entry, looked up, the tested form may be a part): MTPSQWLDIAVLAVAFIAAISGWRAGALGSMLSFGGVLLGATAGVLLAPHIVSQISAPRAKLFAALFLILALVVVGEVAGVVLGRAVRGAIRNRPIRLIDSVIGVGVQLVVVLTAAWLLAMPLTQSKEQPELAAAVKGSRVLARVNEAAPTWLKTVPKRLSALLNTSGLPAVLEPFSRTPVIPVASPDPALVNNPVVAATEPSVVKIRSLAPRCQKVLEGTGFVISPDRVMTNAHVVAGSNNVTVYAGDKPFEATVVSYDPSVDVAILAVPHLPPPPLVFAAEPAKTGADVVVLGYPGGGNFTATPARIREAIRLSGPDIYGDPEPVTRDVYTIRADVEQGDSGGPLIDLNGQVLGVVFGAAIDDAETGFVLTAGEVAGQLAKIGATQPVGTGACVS
PrPC TRFRET: cell surface PrPC inhibition, primary TR-FRET screen; P04156; TR-FRET read-out; inhibition, % at 13.8 µM; actives 0.43% (n = 370,000); in the data active = inhibition above about 24%; also: 0% = median of the test wells and 100% = reference compound wells
Active calls of the source: *; ? = inconclusive; . = no result given; & = joins results of further samples.

Start of the data: the first two compounds (preview)
SMILES	Mtb UGM inh	FadD28 binding	Mtb BioA inh	Mtb FBA inh	GDH-TPI counter	BoNT F protease	MazEF act	Rv3671c protease	PrPC TRFRET
COc1ccc(CNC(=O)C[C@H]2C[C@H](C(=O)N3CCOCC3)[C@@]3(C)c4[nH]c5ccc(Cl)cc5c4CCN3C2=O)cc1OC	.	-3.0	2.3	0	4	-1	3	.	-6
N#C/C(=C\Nc1ccc(Cl)cn1)S(=O)(=O)c1ccccn1	0.0	-4.6	.	2	13	3	0	7	4

The listing, repeating the preview:
SMILES	Mtb UGM inh	FadD28 binding	Mtb BioA inh	Mtb FBA inh	GDH-TPI counter	BoNT F protease	MazEF act	Rv3671c protease	PrPC TRFRET
COc1ccc(CNC(=O)C[C@H]2C[C@H](C(=O)N3CCOCC3)[C@@]3(C)c4[nH]c5ccc(Cl)cc5c4CCN3C2=O)cc1OC	.	-3.0	2.3	0	4	-1	3	.	-6
N#C/C(=C\Nc1ccc(Cl)cn1)S(=O)(=O)c1ccccn1	0.0	-4.6	.	2	13	3	0	7	4
CCCCCOC(=O)c1ccc(OC(=O)c2cncc(Br)c2)cc1	-1.0	-1.1	-1.6	-2	4	3	-9	5	-8
CC[C@]12c3[nH]c4ccccc4c3CCN1C(=O)C(CC(=O)NCCC1=CCCCC1)C[C@@H]2C(=O)N1CCN(C(=O)c2ccco2)CC1 (stereo partly specified)	6.5	-1.9	-1.4	3	4	1	8	-4	0
Cn1c(=O)c([N+](=O)[O-])c(NCCCn2ccnc2)c2ccccc21	-2.2	-2.3	.	-1	-3	-5	6	8	-25
C/C(=N/NC(=O)CNc1ccc(C)cc1)c1ccc(Cl)cc1	1.1	-3.7	0.6	-1	4	-16	1	3	-4
CC(=O)OC(C(=O)NC1CCCCC1)c1ccc(Cl)c(Cl)c1 (stereo unspecified)	-1.6	-5.0	.	-5	0	-5	-2	-7	-10
Cc1ccc(C)c(NC(=S)NNC(=O)c2ccc(Br)o2)c1	6.1	-3.0	.	-1	13	-5	1	3	5
CC(=O)c1c(C)nc(-c2ccccc2)nc1N	5.5	-2.1	-0.7	-3	4	22	3	-2	-1
CCN(CC)C(=O)CSC1=C(C#N)C(c2cccs2)C=C(C)N1 (stereo unspecified)	0.9	-2.9	3.0	1	4	4	1	-3	-9
Cc1cc(C)c(NC(=O)CN2CCN3CCCC3C2)c(C)c1 (stereo unspecified)	0.5	-1.8&-3.7	-2.9	3&0	7&-5	-7&4	3&4	5	-2&-1
Cn1c2c(c(=O)n(C)c1=O)C(CC(=O)Nc1ccc(F)cc1)C(=O)N2 (stereo unspecified)	2.2	1.4	.	6	-2	-2	3	-4	-4
O=C1CSC(c2cccc(F)c2)N1c1ccccc1F (stereo unspecified)	-1.7	1.7	0.4	2	-13	-5	8	-1	-3
Cc1cc(C)c(S(=O)(=O)Nc2cccnc2)c(C)c1	0.6	-0.6	-0.6	1	-4	2	6	-8	8
C=CCOc1ccc2c(c1)CCC1C2CCC2(C)C(O)C(O)CC12 (stereo unspecified)	.	-0.1	-1.0	4	7	-3	-8	.	6
Cc1nn(C2CCS(=O)(=O)C2)c2nc(C3CC3)cc(C(=O)Nc3cccc(C#N)c3)c12 (stereo unspecified)	.	0.7	-1.3	5	10	6	0	.	-3
CCCCN(C)C1=CC2=CC(=C(C#N)C#N)CCC2CC1 (stereo unspecified)	-6.5	-0.2	.	-23	-12	109*	.	30	-26
CCOc1ccc2nc(NC(=O)C(NS(=O)(=O)c3cccc4nsnc34)C(C)C)sc2c1 (stereo unspecified)	2.1	-2.6	1.7	-3	12	4	7	-10	-14
Cc1nn(CC#N)c(=O)n1-c1ccccc1	3.3	0.0	-1.6	2	-1	-20	-10	5	-2
CCCS(=O)(=O)c1nc(S(=O)(=O)c2ccc(C)cc2)c(NCc2ccco2)s1	2.8	-1.0	.	-1	5	-6	-10	-7	7
COc1cccc(-n2cnc3scc(-c4cccs4)c3c2=O)c1	-1.9	-2.4	-3.1	6	4	-7	-10	0	-23
CCCC[C@@H]1CN=C(N)N1CC(C)(C)C	-8.2	-0.6	-1.2	0	12	-3	5	-1	3
COc1ccc(CCN2C(=O)c3[nH]nc(-c4ccccc4O)c3C2c2ccc(C)cc2)cc1OC (stereo unspecified)	2.6	-3.4	2.7	4	5	-5	2	-19	-1
C#CCOc1nc(Nc2cccc([N+](=O)[O-])c2)nc(OCC#C)n1	3.9	-4.0	-0.9	-1	8	0	19	-24	-1
CN(C)S(=O)(=O)c1ccc(Cl)c(NC(=O)COC(=O)c2ccc(O)cc2)c1	0.6	-1.4	.	4	-1	-3	12	4	7

Ordered by number of heavy atoms (lowest first): part of the list above.
SMILES	Mtb UGM inh	FadD28 binding	Mtb BioA inh	Mtb FBA inh	GDH-TPI counter	BoNT F protease	MazEF act	Rv3671c protease	PrPC TRFRET
CCCC[C@@H]1CN=C(N)N1CC(C)(C)C	-8.2	-0.6	-1.2	0	12	-3	5	-1	3
Cc1nn(CC#N)c(=O)n1-c1ccccc1	3.3	0.0	-1.6	2	-1	-20	-10	5	-2
CC(=O)c1c(C)nc(-c2ccccc2)nc1N	5.5	-2.1	-0.7	-3	4	22	3	-2	-1
Cc1cc(C)c(S(=O)(=O)Nc2cccnc2)c(C)c1	0.6	-0.6	-0.6	1	-4	2	6	-8	8
O=C1CSC(c2cccc(F)c2)N1c1ccccc1F (stereo unspecified)	-1.7	1.7	0.4	2	-13	-5	8	-1	-3
CCCCN(C)C1=CC2=CC(=C(C#N)C#N)CCC2CC1 (stereo unspecified)	-6.5	-0.2	.	-23	-12	109*	.	30	-26
CC(=O)OC(C(=O)NC1CCCCC1)c1ccc(Cl)c(Cl)c1 (stereo unspecified)	-1.6	-5.0	.	-5	0	-5	-2	-7	-10
COc1cccc(-n2cnc3scc(-c4cccs4)c3c2=O)c1	-1.9	-2.4	-3.1	6	4	-7	-10	0	-23
Cn1c(=O)c([N+](=O)[O-])c(NCCCn2ccnc2)c2ccccc21	-2.2	-2.3	.	-1	-3	-5	6	8	-25
Cn1c2c(c(=O)n(C)c1=O)C(CC(=O)Nc1ccc(F)cc1)C(=O)N2 (stereo unspecified)	2.2	1.4	.	6	-2	-2	3	-4	-4
CN(C)S(=O)(=O)c1ccc(Cl)c(NC(=O)COC(=O)c2ccc(O)cc2)c1	0.6	-1.4	.	4	-1	-3	12	4	7
CCCS(=O)(=O)c1nc(S(=O)(=O)c2ccc(C)cc2)c(NCc2ccco2)s1	2.8	-1.0	.	-1	5	-6	-10	-7	7
Cc1nn(C2CCS(=O)(=O)C2)c2nc(C3CC3)cc(C(=O)Nc3cccc(C#N)c3)c12 (stereo unspecified)	.	0.7	-1.3	5	10	6	0	.	-3
CCOc1ccc2nc(NC(=O)C(NS(=O)(=O)c3cccc4nsnc34)C(C)C)sc2c1 (stereo unspecified)	2.1	-2.6	1.7	-3	12	4	7	-10	-14
COc1ccc(CCN2C(=O)c3[nH]nc(-c4ccccc4O)c3C2c2ccc(C)cc2)cc1OC (stereo unspecified)	2.6	-3.4	2.7	4	5	-5	2	-19	-1
COc1ccc(CNC(=O)C[C@H]2C[C@H](C(=O)N3CCOCC3)[C@@]3(C)c4[nH]c5ccc(Cl)cc5c4CCN3C2=O)cc1OC	.	-3.0	2.3	0	4	-1	3	.	-6
CC[C@]12c3[nH]c4ccccc4c3CCN1C(=O)C(CC(=O)NCCC1=CCCCC1)C[C@@H]2C(=O)N1CCN(C(=O)c2ccco2)CC1 (stereo partly specified)	6.5	-1.9	-1.4	3	4	1	8	-4	0

Next section
SMILES	Mtb UGM inh	FadD28 binding	Mtb BioA inh	Mtb FBA inh	GDH-TPI counter	BoNT F protease	MazEF act	Rv3671c protease	PrPC TRFRET
CCN1CCC(O)(C(C(=O)O)c2ccccc2)CC1 (stereo unspecified)	.	-1.1	-0.9	1	6	-2	8	.	-4
CCOc1cc(/C=C(\C#N)C(=O)Nc2cccc(C(=O)O)c2)ccc1OCc1ccccc1Cl	0.8	-4.2	-1.5	0	-9	2	-18	2	-4
CCOc1ccc(/C=N/NC(=O)CNC(=O)c2ccc(S(=O)(=O)N3CCOCC3)cc2)cc1	-1.8	-2.8	0.2	-2	5	-2	-27	0	-9
Cc1cc(N2C(=O)C3CC=CC(C)C3C2=O)no1 (stereo unspecified)	-1.9	-1.7	-0.7	-1	2	22	8	5	3
Cc1ccc(CNC(=O)c2ccc(-n3cccc3)cc2)cc1	.	-1.8	.	0	7	5	-4	.	8
Cc1c(C(=O)Nc2ccc3c(c2)OCCO3)sc2ncnc(N3CCCCC3C)c12 (stereo unspecified)	-1.2	-0.6	0.2	1	31*	-2	-11	-33	1
COc1ccc(OC(=O)N(C)C[C@@H]2OCc3cnnn3CCCC(=O)N([C@@H](C)CO)C[C@H]2C)cc1	.	0.0	0.5&-1.4	3	2	2	7	.	0
Fc1ccc2[nH]c3c(NCCN4CCOCC4)ncnc3c2c1	0.2	-1.7	54*	10	14	-7	7	-10	.
O=C(c1ccncc1)N(c1ccc(N2CCOCC2)cc1)C(c1ccccc1)c1nc2ccccc2[nH]1 (stereo unspecified)	.	-4.9	-0.2	4	.	-8	.	.	-3
CN(C)c1ccc(-c2c(-c3ccc4c(c3)OCO4)noc2-c2ccsc2)cn1	1.1	0.3	0.6	1	2	1	-11	-14	.
COc1ccc(NC(=O)CN(c2ccc(C)cc2)S(=O)(=O)c2c(C)nn(C)c2C)cc1OC	0.4	-0.4	2.0	-1	-11	2	0	-4	4
CCOc1ccc(CNc2ccc(CNc3ncn[nH]3)cc2)cc1	0.5	-0.1	4.7	1	-4	0	0	7	7
COc1cc(/C(O)=C(\C#N)c2nc3ccccc3[nH]2)cc(OC)c1OC	0.6	-0.7	-3.9	12	38*	6	5	.	-1
COc1ccc(CNC(=O)Cn2nc(C(F)(F)F)cc2C)cc1	2.5	0.7	-1.8	-3	-1	-5	5	-7	6
COc1ccc(CN2CCN(c3cc(C)nc4c5c(C)cc(C)nc5nn34)CC2)cc1F	1.2	-1.2	-1.0	125*	5	-11	18	4	4
Cc1nn(CC(=O)O)c(=O)c2ccccc12	0.9	0.1	-1.8	1	5	10	5	3	6
COc1ccc(C(=O)Nc2ccc3ccccc3n2)cc1OC	-0.8	-0.5	-0.8	-1	0	15	12	-13	-2
COc1ccc(C(=O)N[C@H](C(=O)NC2CCCCC2)C(C)C)cc1	1.3	-0.1	-0.6	5	-1	-2	4	1	-4
CC(=O)N1C(=O)NC2=C(C(=O)CCC2)C1c1cccc([N+](=O)[O-])c1 (stereo unspecified)	-0.2	.	.	0	3	10	14	5	-7
Cc1onc(-c2ccccc2Cl)c1C(=O)OCn1nnc2ccccc2c1=O	-0.9	-0.9	-2.4	3	14	-1	-9	-13	3
COc1ccc(NC(=S)Nc2ccc(S(N)(=O)=O)cc2)c(C)c1	0.5	1.2	.	-1	2	-4	-4	3	11
Cc1cccc(NC(=O)NCc2ccc3[nH]c(C)cc3c2)c1	-0.9	1.7	-3.3	10	5	-97	4	5	2
COc1ccc(-c2cc(C(F)F)n3ncc(C(=O)Nc4cccc(S(=O)(=O)N5CCOCC5)c4)c3n2)cc1	-1.1	-5.2	.	-6	-11	-6	-30	-1	-1
CCOC(=O)C(NC(C)=O)(NC(C)C)C(F)(F)F (stereo unspecified)	-3.6	-4.3	1.5	-4	-10	?	1	1	1
